Polio RdRp inh: inhibitors of poliovirus RNA polymerase binding and polymerization; poliovirus polymerase elongation, fluorescence polarization; active compounds read low; % elongation, % (compound at 16.7 µg/mL); 150,000 tested, 0.66% active; AID 588519; in the data active = % elongation below about 90%; note: some results filed as inactive read as strong as hits
Target sequence (P03300 1749-2209 limits assumed): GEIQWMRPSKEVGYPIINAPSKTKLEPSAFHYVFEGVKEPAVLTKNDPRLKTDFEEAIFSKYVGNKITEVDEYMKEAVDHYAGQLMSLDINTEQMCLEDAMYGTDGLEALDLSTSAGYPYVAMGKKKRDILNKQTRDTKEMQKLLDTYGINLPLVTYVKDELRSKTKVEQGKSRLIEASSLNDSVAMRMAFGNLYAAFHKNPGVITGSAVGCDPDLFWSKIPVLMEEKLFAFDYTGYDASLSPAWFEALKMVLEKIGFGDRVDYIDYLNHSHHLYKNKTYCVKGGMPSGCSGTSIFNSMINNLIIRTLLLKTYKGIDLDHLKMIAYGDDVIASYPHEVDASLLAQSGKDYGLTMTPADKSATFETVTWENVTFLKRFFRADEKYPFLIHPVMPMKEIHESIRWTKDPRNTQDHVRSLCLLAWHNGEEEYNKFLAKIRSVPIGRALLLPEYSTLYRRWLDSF
Polio RdRp inh FP z-score: further read-out of Polio RdRp inh, marked with its call; z-score; measured here: FP z-score; hits read low
Starred values were filed as active, the others as inactive.

Screening CCOC(=O)c1cc(-c2ccccn2)nc2c1c(=O)n(CC(=O)OC)c(=O)n2Cc1ccccc1 returned Polio RdRp inh 81* and Polio RdRp inh FP z-score -2*.
Screening CC1CCN(Cc2ccc(NC(=O)COCc3cc(-c4ccco4)on3)cc2)CC1 returned Polio RdRp inh 103 and Polio RdRp inh FP z-score 0.7.
Screening COC(=O)C1Cc2ccccc2CN1S(=O)(=O)c1ccc(C)cc1 (stereo unspecified) returned Polio RdRp inh 104 and Polio RdRp inh FP z-score 0.6.
Screening O=C(c1cc(-c2ccc(Br)cc2)nc2ccccc12)N1CCCC1 returned Polio RdRp inh 101 and Polio RdRp inh FP z-score -0.3.
Cc1ccccc1Nc1c(-c2c[nH]c3ccccc23)nc2ccc(Cl)cn12 was read as Polio RdRp inh 104 and Polio RdRp inh FP z-score -1.4.
For O=c1c2[nH]c3ccccc3c2nc(SCCC2OCCO2)n1-c1ccccc1F the results were Polio RdRp inh 99 and Polio RdRp inh FP z-score -0.6.
Screening CCOC1(OCC)N=C(N)c2ccccc21 returned Polio RdRp inh 102 and Polio RdRp inh FP z-score 1.2.
For Cc1cc(NCCO)cc(=O)n1Cc1ccco1 the results were Polio RdRp inh 106 and Polio RdRp inh FP z-score 1.2.
Screening CCc1ccc2[nH]c3nc(=S)[nH]nc3c2c1 returned Polio RdRp inh 102 and Polio RdRp inh FP z-score 0.3.
Cc1cccc(N(Cc2cc(=O)n3ccccc3n2)C2=NC3CS(=O)(=O)CC3S2)c1 (stereo unspecified) was read as Polio RdRp inh 106 and Polio RdRp inh FP z-score 1.7.
COc1ccc(NC(=O)c2c(C(=O)Nc3ccccc3)sc3nc(C)cc(=O)n23)cc1 was read as Polio RdRp inh 108 and Polio RdRp inh FP z-score 0.5.
`Cc1oc2ncnc(N3CCCCC3)c2c1C(=O)N1CCOCC1` gave Polio RdRp inh 106 and Polio RdRp inh FP z-score 0.7.
For CC(C)OC(=O)c1cccc(-c2nn[nH]n2)c1 the results were Polio RdRp inh 99 and Polio RdRp inh FP z-score -0.5.
For COc1ccccc1CNC(=O)CN1C(=O)COc2ccc(S(=O)(=O)Nc3ccccc3)cc21 the results were Polio RdRp inh 101 and Polio RdRp inh FP z-score -1.6.
CC(C)(C)c1ccc(OCC(=O)Nc2ccc3c(c2)oc2ccccc23)cc1 was read as Polio RdRp inh 100 and Polio RdRp inh FP z-score -0.3.
Cc1cccc(N2CCN(CCNC(=O)CCn3c(=O)c4cccn4c4cccnc43)CC2)c1C was read as Polio RdRp inh 105 and Polio RdRp inh FP z-score 0.5.
Screening COc1cc2nc(SCC(=O)Nc3ccccc3C)n3nc(CCn4c(C)nc5ccccc54)nc3c2cc1OC returned Polio RdRp inh 101 and Polio RdRp inh FP z-score -1.7.
Screening CSc1ccc(/C=C2\SC(=O)N(C)C2=O)cc1 returned Polio RdRp inh 102 and Polio RdRp inh FP z-score 0.5.
Screening COc1ccc(OCc2nnc(-c3ccccc3)o2)cc1 returned Polio RdRp inh 108 and Polio RdRp inh FP z-score 0.3.
Screening S=c1nc2[nH]c3ccccc3c2n[nH]1 returned Polio RdRp inh 101 and Polio RdRp inh FP z-score 0.1.
Screening O=C(NC(Cc1ccccc1)C(=O)Nc1nc(-c2ccccc2)cs1)Oc1ccccc1 (stereo unspecified) returned Polio RdRp inh 107 and Polio RdRp inh FP z-score 0.6.
Cc1ccc(CCNC(=O)c2sc3ncccc3c2-n2cccc2)cc1 was read as Polio RdRp inh 106 and Polio RdRp inh FP z-score -0.1.
`Cc1ccc(Cn2c(C(=O)O)c(CNC3CCCC3)c3ccc(C)cc32)cc1` gave Polio RdRp inh 110 and Polio RdRp inh FP z-score 0.6.
For Cc1ccc(N2C(=O)N(CC(=O)N3CCC(C)CC3)C3CS(=O)(=O)CC32)cc1Cl (stereo unspecified) the results were Polio RdRp inh 101 and Polio RdRp inh FP z-score -0.1.
For O=C(O)c1ccccc1C(=O)NC1=NN(c2ccccc2)CC1 the results were Polio RdRp inh 101 and Polio RdRp inh FP z-score 0.1.
Screening Cc1ccccc1CN1CCN(CC(=O)NCc2ccccc2Cl)C1=O returned Polio RdRp inh 109 and Polio RdRp inh FP z-score 0.3.
Screening Cc1nn(-c2ccccc2)nc1C(=O)ONC(=O)Cc1ccccc1 returned Polio RdRp inh 98 and Polio RdRp inh FP z-score -0.9.
COc1ccc(S(=O)(=O)c2nnn(-c3ccccc3F)c2C)cc1 was read as Polio RdRp inh 101 and Polio RdRp inh FP z-score -0.2.
Screening CN(C)Cc1nc2c(c(=O)[nH]1)C(C)(C)Cc1ccccc1-2 returned Polio RdRp inh 101 and Polio RdRp inh FP z-score 0.2.
For O=C(Nc1nc(SCc2ccc(Cl)cc2)n[nH]1)C1CC(=O)N(C2CCCC2)C1 (stereo unspecified) the results were Polio RdRp inh 101 and Polio RdRp inh FP z-score -0.1.
Screening CCc1cccc(NC(=O)Cn2c(=O)n(CC3CCC(C(=O)NCCc4ccccc4)CC3)c(=O)c3ccccc32)c1 (stereo unspecified) returned Polio RdRp inh 108 and Polio RdRp inh FP z-score -0.1.
Screening Cc1noc(C)c1COc1ccc2ccccc2c1Br returned Polio RdRp inh 99 and Polio RdRp inh FP z-score -0.4.
Screening COc1ccc2oc(=O)c(C(=O)N3CCC(C(N)=O)CC3)cc2c1 returned Polio RdRp inh 103 and Polio RdRp inh FP z-score 0.5.
`CC(C)(C)CC[n+]1ccc(/C=N/O)cc1` gave Polio RdRp inh 101 and Polio RdRp inh FP z-score 0.
`CN(C)c1cc[n+](CC(=O)N2CCCc3ccccc32)cc1` gave Polio RdRp inh 100 and Polio RdRp inh FP z-score -0.8.
Screening Cc1ccc(C(=O)OCc2c(C#N)oc3ccc(Br)cc23)cc1C returned Polio RdRp inh 107 and Polio RdRp inh FP z-score 0.5.
`CCOC(=O)C1CCCC1=O` (stereo unspecified) gave Polio RdRp inh 102 and Polio RdRp inh FP z-score 0.2.
`Fc1ccc(CN2CCN(c3ncccn3)CC2)cc1F` gave Polio RdRp inh 100 and Polio RdRp inh FP z-score 0.1.
Cc1noc(C)c1COc1ccc(CC(=O)NC2CCCCCC2)cc1 was read as Polio RdRp inh 98 and Polio RdRp inh FP z-score 0.
Screening Cn1nc(C(=O)NCCCN2CCN(CCCNC(=O)c3ccc(=O)n(C)n3)CC2)ccc1=O returned Polio RdRp inh 107 and Polio RdRp inh FP z-score 0.7.
CC(C)CCn1c(SCc2ccc(F)cc2)nc2nccnc2c1=O was read as Polio RdRp inh 104 and Polio RdRp inh FP z-score 0.1.
Cc1ccc2[nH]c(=O)c(C=NC(CO)(CO)CO)c(O)c2c1 was read as Polio RdRp inh 100 and Polio RdRp inh FP z-score -0.2.
For O=C(Nc1ccccc1)C1CC2CCCC(C1)C2=O (stereo unspecified) the results were Polio RdRp inh 102 and Polio RdRp inh FP z-score -0.1.
Screening CNCc1ccccc1Br returned Polio RdRp inh 105 and Polio RdRp inh FP z-score 0.3.
COC(=O)c1ccccc1NC(=O)COC(=O)c1ccco1 was read as Polio RdRp inh 103 and Polio RdRp inh FP z-score 0.4.

Compounds listed so far that contain a COOH group, in the order listed:
`Cc1ccc(Cn2c(C(=O)O)c(CNC3CCCC3)c3ccc(C)cc32)cc1` gave Polio RdRp inh 110 and Polio RdRp inh FP z-score 0.6.
For O=C(O)c1ccccc1C(=O)NC1=NN(c2ccccc2)CC1 the results were Polio RdRp inh 101 and Polio RdRp inh FP z-score 0.1.

Of the compounds above, 6 have an aryl methoxy group:
COc1ccc(NC(=O)c2c(C(=O)Nc3ccccc3)sc3nc(C)cc(=O)n23)cc1 was read as Polio RdRp inh 108 and Polio RdRp inh FP z-score 0.5.
For COc1ccccc1CNC(=O)CN1C(=O)COc2ccc(S(=O)(=O)Nc3ccccc3)cc21 the results were Polio RdRp inh 101 and Polio RdRp inh FP z-score -1.6.
Screening COc1cc2nc(SCC(=O)Nc3ccccc3C)n3nc(CCn4c(C)nc5ccccc54)nc3c2cc1OC returned Polio RdRp inh 101 and Polio RdRp inh FP z-score -1.7.
Screening COc1ccc(OCc2nnc(-c3ccccc3)o2)cc1 returned Polio RdRp inh 108 and Polio RdRp inh FP z-score 0.3.
COc1ccc(S(=O)(=O)c2nnn(-c3ccccc3F)c2C)cc1 was read as Polio RdRp inh 101 and Polio RdRp inh FP z-score -0.2.
Screening COc1ccc2oc(=O)c(C(=O)N3CCC(C(N)=O)CC3)cc2c1 returned Polio RdRp inh 103 and Polio RdRp inh FP z-score 0.5.

(listing goes on)
`CCC12CN(S(=O)(=O)c3ccc(C)cc3)CC(CC)(CN(S(=O)(=O)c3ccc(C)cc3)C1)C2=O` gave Polio RdRp inh 99 and Polio RdRp inh FP z-score -0.6.
For COc1ccc(Cn2c(CCC(=O)Nc3ccc(OC)c(Cl)c3)nc3cccnc32)cc1 the results were Polio RdRp inh 106 and Polio RdRp inh FP z-score 0.1.
Screening Cc1cccc(CCNC(=O)c2ccc3c(c2)nc2n3CCOC2)c1 returned Polio RdRp inh 113 and Polio RdRp inh FP z-score 1.
Screening CCc1cccc(NC(=O)Cn2nc(-c3cc(C)ccc3C)ccc2=O)c1 returned Polio RdRp inh 103 and Polio RdRp inh FP z-score -0.6.
`O=C(O)c1ccccc1SCC(=O)N1CCCC1` gave Polio RdRp inh 102 and Polio RdRp inh FP z-score 0.1.
Screening CCn1c(C(=O)O)c(CNC2CCC(C)CC2)c2ccccc21 (stereo unspecified) returned Polio RdRp inh 113 and Polio RdRp inh FP z-score 6.
For CC(C)Cn1c(C(O)c2ccccc2)nc2ccccc21 (stereo unspecified) the results were Polio RdRp inh 106 and Polio RdRp inh FP z-score 1.6.
For CC(C)(Oc1ccc(Cl)cc1)C(=O)N1CCN(c2ccc(C(F)(F)F)cn2)CC1 the results were Polio RdRp inh 100 and Polio RdRp inh FP z-score -0.4.
`O=C1CSc2ccc(C(F)(F)F)cc2N1` gave Polio RdRp inh 101 and Polio RdRp inh FP z-score 0.
Screening COc1ccc(OCCn2cc(C(=O)C3CCCCC3)c3ccccc32)cc1 returned Polio RdRp inh 109 and Polio RdRp inh FP z-score 0.7.
`Cc1ccc(CNC(=O)c2sc3nc(-c4ccc(F)cc4)ccc3c2N)cc1` gave Polio RdRp inh 99 and Polio RdRp inh FP z-score -1.4.
Screening CC1CN(C(=S)SCC(=O)c2ccccc2)CC(C)O1 (stereo unspecified) returned Polio RdRp inh 102 and Polio RdRp inh FP z-score 0.
`COC(=O)C1=C(Nc2ccccc2NC(=O)COCC(=O)O)CSC1` gave Polio RdRp inh 101 and Polio RdRp inh FP z-score -0.3.
O=C(CSc1ncc(-c2ccc(F)cc2)n1Cc1ccco1)OC1CCCCC1 was read as Polio RdRp inh 102 and Polio RdRp inh FP z-score 0.2.
Screening CC(=O)NC(=O)c1cc2ccccc2oc1=Nc1ccc(C(F)(F)F)cc1 returned Polio RdRp inh 104 and Polio RdRp inh FP z-score 0.4.
For Cc1ccc(/C=C/c2onc(C)c2S(=O)(=O)N2CCC(C(=O)NCc3ccco3)CC2)cc1 the results were Polio RdRp inh 98 and Polio RdRp inh FP z-score -1.7.
Screening Cc1cc(C)cc(OCC(O)CN2CCN(C(=O)c3ccco3)CC2)c1 (stereo unspecified) returned Polio RdRp inh 99 and Polio RdRp inh FP z-score -0.2.
For COc1ccc(NC(=O)CC2C(=O)N(c3cccc(OC)c3)C(=O)N2Cc2ccc3c(c2)OCO3)cc1 (stereo unspecified) the results were Polio RdRp inh 106 and Polio RdRp inh FP z-score 0.1.
For CC(C)(CN)C(O)C(=O)O (stereo unspecified) the results were Polio RdRp inh 101 and Polio RdRp inh FP z-score -0.1.
For CCCn1cc(S(=O)(=O)c2ccccc2)c(=O)c2cc(F)c(N3CCCCCC3)cc21 the results were Polio RdRp inh 103 and Polio RdRp inh FP z-score -1.
`CCOC(=O)N1CCN(C(=S)NC2CCCC2)CC1` gave Polio RdRp inh 106 and Polio RdRp inh FP z-score 1.4.
For O=C(COC(=O)CCc1c[nH]c(=O)[nH]1)Nc1ncccn1 the results were Polio RdRp inh 100 and Polio RdRp inh FP z-score -0.6.
For Cc1cc(=O)oc2c1ccc1oc(N=Nc3ccccc3)c(O)c12 the results were Polio RdRp inh 103 and Polio RdRp inh FP z-score 0.3.
For O=C(NCCCN1CCCCC1)c1cc(Sc2ccc(F)cc2)nc2ccccc12 the results were Polio RdRp inh 104 and Polio RdRp inh FP z-score 0.9.
Screening COC(=O)C(C)C1Sc2ccccc2NC1=O (stereo unspecified) returned Polio RdRp inh 102 and Polio RdRp inh FP z-score 0.3.
Cc1ccc(C(=O)n2nc(-c3cccnc3)nc2NCc2ccco2)cc1 was read as Polio RdRp inh 99 and Polio RdRp inh FP z-score -0.3.
O=C(O)CCCC1=NS(=O)(=O)c2ccccc2N1 was read as Polio RdRp inh 107 and Polio RdRp inh FP z-score 1.5.
`COC(=O)COc1cccc2c(=O)n(CC(N)=O)ccc12` gave Polio RdRp inh 101 and Polio RdRp inh FP z-score -0.2.
Cc1oc(/C=N/NS(=O)(=O)c2ccccc2)cc1Br was read as Polio RdRp inh 97 and Polio RdRp inh FP z-score -0.8.
Screening CCN(CC)C(=S)SC1CS(=O)(=O)CC1O (stereo unspecified) returned Polio RdRp inh 101 and Polio RdRp inh FP z-score -0.2.

Structural class, the entries above with a tert-butyl group
CC(C)(C)c1ccc(OCC(=O)Nc2ccc3c(c2)oc2ccccc23)cc1 was read as Polio RdRp inh 100 and Polio RdRp inh FP z-score -0.3.
`CC(C)(C)CC[n+]1ccc(/C=N/O)cc1` gave Polio RdRp inh 101 and Polio RdRp inh FP z-score 0.

Following part.
For CONC1=CC(=O)c2ccccc21 the results were Polio RdRp inh 104 and Polio RdRp inh FP z-score 0.3.
For COc1ccc(-n2cnc3cc(C(=O)NC4CCCCC4C)ccc32)cc1 (stereo unspecified) the results were Polio RdRp inh 104 and Polio RdRp inh FP z-score 1.5.
Screening O=C(Cn1nc(-c2ccccc2)ccc1=O)N1CCC2(CC1)OCCO2 returned Polio RdRp inh 102 and Polio RdRp inh FP z-score 0.4.
Screening COc1ccc(-c2noc(CNC(=O)COc3ccccc3)n2)cc1 returned Polio RdRp inh 104 and Polio RdRp inh FP z-score 0.4.
CCCn1c(=O)c2sccc2n2c(CCCC(=O)NCc3cccnc3)nnc12 was read as Polio RdRp inh 102 and Polio RdRp inh FP z-score 0.3.

A portion of the library; the hit share may differ from the screen's.
